Compound activity from PubChem.
SRC2 inh: human SRC2 (NCOA2) inhibition; HEK293 GAL4-SRC2 luciferase reporter, luminescence; inhibition, % at 9 µM; AID 651957; 370,000 tested, 0.17% active;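 active = inhibition above the mean inhibition of all tested compounds plus 3 SD, set per campaign, cut at about 52% in these data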;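 note: 0% = DMSO treated cells and 100% = cells given Gossypol at 36 µM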
NR2F2 inh: inhibitors of human COUP-TFII (NR2F2) | P24468 | HEK293T NGFI-A luciferase reporter, luminescence | inhibition, % at 8.6 µM | 370,000 tested, 0.7% active | AID 686940;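 active = inhibition above a per-plate cutoff, mean inhibition of test wells between control levels plus 3 SD, cut at about 38% in these data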;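 note: cells cotransfected with COUP-TFII expression vector driving the NGFI-A reporter; 0% = median of COUP-TF2 test wells and 100% = reporter-only cells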
* hit, by the source's call; · = not tested or not shown.

The first 22 records as a preview:
SMILES | SRC2 inh | NR2F2 inh
CCC[C@H]1[C@@H](OC(=O)NCc2ccccc2Cl)CC[C@@]23CCCN2C(=O)CCC[C@@H]13 | · | 24
O=C1c2ccccc2-c2ccc(P(=O)(O)O)cc21 | · | 4
Cc1ccc(S(=O)(=O)NC[C@H]2CN(S(=O)(=O)c3ccc(C)cc3)[C@@H](Cc3ccccc3)CO2)cc1 | · | -5
CC(C)CC(CCOCCO)NC(=O)OCc1ccccc1[N+](=O)[O-] (centres undefined) | · | -4
CC(=O)O[C@H]1[C@H](OC(C)=O)C[C@]2(OC(C)=O)C[C@H]1OC2=O | · | 3
C#CCCC(=O)Nc1sc2c(c1-c1nc3ccccc3s1)CCN(C(C)C)C2 | · | -15
NC(=O)c1c(N)[nH]c(C(=O)c2ccccc2)c1-c1ccccn1 | · | -2
CS(=O)(=O)N1c2ccccc2C[C@H]1Cc1cc2ccccc2o1 | · | 10
Cc1ccc(S(=O)(=O)NCC2CN(S(=O)(=O)c3ccc(C)cc3)c3ccccc3C(=O)N2c2ccc(F)cc2)cc1 (centres undefined) | · | -4
CCC[C@H]1[C@@H](OC(=O)NCc2ccc(Cl)c(Cl)c2)CC[C@@]23CCCN2C(=O)CCC[C@@H]13 | · | 26
CCC[C@H]1[C@@H](NCc2cccs2)CC[C@@]23CCCN2C(=O)CCC[C@@H]13 | · | 19
C[C@@H]1CN([C@H](C)CO)C(=O)c2cc(NC(=O)Nc3ccccc3)ccc2O[C@@H](C)CCCCO[C@H]1CN(C)S(=O)(=O)c1ccc(F)cc1 | · | 15
CC(=O)Nc1sc2c(c1-c1nc3ccccc3s1)CCCN(C(C)C)C2 | · | 45*
O=C(Nc1ccc(C(O)(C(F)(F)F)C(F)(F)F)cc1)c1ccccc1C(F)(F)F | · | 7
Cc1onc(C(=O)N2CCN(C(c3ccccc3)c3ccccc3)CC2)c1Br | · | 4
O=C1CCC[C@H]2C[C@H](NCc3ccc(Br)cc3)CC[C@]23CCCN13 | · | 6
C[C@H]1[C@@H](NC(=O)c2cccc(N(C)C)c2)CC[C@@]23CCCN2C(=O)CCC[C@@H]13 | · | 7
CCC[C@H]1[C@@H](OC(=O)NCc2cccc(Cl)c2)CC[C@@]23CCCN2C(=O)CCC[C@@H]13 | · | 21
CCC[C@H]1[C@@H](N)CC[C@@]23CCCN2C(=O)CCC[C@@H]13 | · | 19
Cc1cccc(C(=O)N[C@@H]2CC[C@@]34CCCN3C(=O)CCC[C@H]4[C@H]2C)c1 | · | -11
CC(C)C[C@H](NC1(C(=O)NCCc2c[nH]c3ccccc23)CCOCC1)C(=O)NCCCc1ccccc1 | · | 0
COc1ccc(CN2C3=NC(c4ccccc4)CC(=O)N3/C(=C\c3ccccc3)C2c2ccccc2)c(OC)c1 (centres undefined) | · | 14

Results, repeating the preview:
SMILES | SRC2 inh | NR2F2 inh
CCC[C@H]1[C@@H](OC(=O)NCc2ccccc2Cl)CC[C@@]23CCCN2C(=O)CCC[C@@H]13 | · | 24
O=C1c2ccccc2-c2ccc(P(=O)(O)O)cc21 | · | 4
Cc1ccc(S(=O)(=O)NC[C@H]2CN(S(=O)(=O)c3ccc(C)cc3)[C@@H](Cc3ccccc3)CO2)cc1 | · | -5
CC(C)CC(CCOCCO)NC(=O)OCc1ccccc1[N+](=O)[O-] (centres undefined) | · | -4
CC(=O)O[C@H]1[C@H](OC(C)=O)C[C@]2(OC(C)=O)C[C@H]1OC2=O | · | 3
C#CCCC(=O)Nc1sc2c(c1-c1nc3ccccc3s1)CCN(C(C)C)C2 | · | -15
NC(=O)c1c(N)[nH]c(C(=O)c2ccccc2)c1-c1ccccn1 | · | -2
CS(=O)(=O)N1c2ccccc2C[C@H]1Cc1cc2ccccc2o1 | · | 10
Cc1ccc(S(=O)(=O)NCC2CN(S(=O)(=O)c3ccc(C)cc3)c3ccccc3C(=O)N2c2ccc(F)cc2)cc1 (centres undefined) | · | -4
CCC[C@H]1[C@@H](OC(=O)NCc2ccc(Cl)c(Cl)c2)CC[C@@]23CCCN2C(=O)CCC[C@@H]13 | · | 26
CCC[C@H]1[C@@H](NCc2cccs2)CC[C@@]23CCCN2C(=O)CCC[C@@H]13 | · | 19
C[C@@H]1CN([C@H](C)CO)C(=O)c2cc(NC(=O)Nc3ccccc3)ccc2O[C@@H](C)CCCCO[C@H]1CN(C)S(=O)(=O)c1ccc(F)cc1 | · | 15
CC(=O)Nc1sc2c(c1-c1nc3ccccc3s1)CCCN(C(C)C)C2 | · | 45*
O=C(Nc1ccc(C(O)(C(F)(F)F)C(F)(F)F)cc1)c1ccccc1C(F)(F)F | · | 7
Cc1onc(C(=O)N2CCN(C(c3ccccc3)c3ccccc3)CC2)c1Br | · | 4
O=C1CCC[C@H]2C[C@H](NCc3ccc(Br)cc3)CC[C@]23CCCN13 | · | 6
C[C@H]1[C@@H](NC(=O)c2cccc(N(C)C)c2)CC[C@@]23CCCN2C(=O)CCC[C@@H]13 | · | 7
CCC[C@H]1[C@@H](OC(=O)NCc2cccc(Cl)c2)CC[C@@]23CCCN2C(=O)CCC[C@@H]13 | · | 21
CCC[C@H]1[C@@H](N)CC[C@@]23CCCN2C(=O)CCC[C@@H]13 | · | 19
Cc1cccc(C(=O)N[C@@H]2CC[C@@]34CCCN3C(=O)CCC[C@H]4[C@H]2C)c1 | · | -11
CC(C)C[C@H](NC1(C(=O)NCCc2c[nH]c3ccccc23)CCOCC1)C(=O)NCCCc1ccccc1 | · | 0
COc1ccc(CN2C3=NC(c4ccccc4)CC(=O)N3/C(=C\c3ccccc3)C2c2ccccc2)c(OC)c1 (centres undefined) | · | 14
NC(=O)C1CCN(c2nc(-c3ccc(N)cc3)cs2)CC1 | · | -23
C[C@H]1[C@H](NC(=O)c2ccc(Cl)cc2)CC[C@@]23CCCN2C(=O)CCC[C@@H]13 | · | 22
COc1cccc(Cn2ncc3c4sc(S(C)=O)cc4n(C)c3c2=O)c1 (centres undefined) | · | 2
C[C@H]1[C@@H](N(C)C)CC[C@@]23CCCN2C(=O)CCC[C@@H]13 | · | -14
Cc1noc(C)c1NC(=O)Nc1ccc2c(c1)C(=O)N([C@@H](C)CO)C[C@@H](C)[C@H](CN(C)S(=O)(=O)c1ccc(F)cc1)OCCCC[C@H](C)O2 | · | -9
C[C@H]1[C@@H](OC(=O)NCc2cccc(Cl)c2)CC[C@@]23CCCN2C(=O)CCC[C@@H]13 | · | 8
CCCC1CCC2(CC1)CCC2OC(=S)NCc1cccc(OC)c1 (centres undefined) | · | 1
CC(=O)c1cccc(NC(=O)c2cnn3c(C)cc(C)nc23)c1 | · | -21
C[C@H]1[C@@H](NC(=O)c2ccc(Cl)c(C(F)(F)F)c2)CC[C@@]23CCCN2C(=O)CCC[C@@H]13 | · | -4
COc1ccc2c(c1)N[C@@](CCN1C(=O)c3ccccc3C1=O)(c1[nH]c3ccccc3c1CCN1C(=O)c3ccccc3C1=O)C2=O | · | 18
C[C@@H]1CN([C@@H](C)CO)C(=O)c2cccc(NC(=O)Nc3cccc4ccccc34)c2O[C@H]1CN(C)S(=O)(=O)c1ccc(Cl)cc1 | · | 7
Oc1ccc(CNc2ccccc2Br)c2cccnc12 | · | 14
CC#CC(=O)N[C@H]1CC[C@@]23CCCN2C(=O)CCC[C@H]3[C@H]1C | · | -5
COc1ccc2c(c1)N=C(c1[nH]c3ccccc3c1CCN1C(=O)c3ccccc3C1=O)[C@]2(O)CCN1C(=O)c2ccccc2C1=O | · | 0
C[C@H]1[C@H](N(C)C)CC[C@@]23CCCN2C(=O)CCC[C@@H]13 | · | -12
O=C(NCc1ccc(Cl)c(Cl)c1)O[C@H]1CC[C@@]23CCCN2C(=O)CCC[C@H]3C1 | · | 11
Cc1ccc(OCCn2c(CCNC(=O)c3ccc(F)cc3F)nc3ccccc32)cc1 | · | 13
CCC(=O)c1c(CC)c2n3c1=CC[C@H]3CC(Br)C=2 (some centres undefined) | · | 7
O=C(OCc1ccccc1)[C@H](Cc1ccccc1)NC(=O)[C@@H]1CC=C[C@@H]2CCN(CCc3ccccc3)C(=O)[C@@H]21 | · | -18
COC(=O)C1=CC[C@@H](NC(=O)OC(C)(C)C)[C@H](O)[C@H]1O[Si](C)(C)C(C)(C)C | · | -3
Cc1ccc(CNC2CCC23CCC(c2ccccc2)CC3)o1 (centres undefined) | · | 16
O=C1C(=O)N(Cc2ccc(-c3ccsc3)cc2)c2ccc(OC(F)(F)F)cc21 | · | -44
COc1ccc(C(=O)N[C@@H]2CC[C@@]34CCCN3C(=O)CCC[C@H]4[C@H]2C)cc1 | · | 7
CC1(C)C=C2C(N(CC3CC3)C(=N)N2C(=O)OCc2ccccc2)n2c(=O)n(-c3ccccc3)c(=O)n21 (centres undefined) | · | -5
CCN(CC)C(=O)Cn1c2ccccc2c2nc3n(c(=O)c21)CCS3 | · | 3
C[C@H]1[C@@H](NC(=O)C(c2ccccc2)c2ccccc2)CC[C@@]23CCCN2C(=O)CCC[C@@H]13 | · | -32
CN1C2=N[C@@H](c3ccc4c(c3)OCO4)CC(=O)N2/C(=C\c2ccccc2)[C@@H]1c1ccccc1 | · | 4
CN1C2=N[C@@H](c3ccccc3)CC(=O)N2/C(=C\c2ccccc2)[C@H]1c1ccccc1 | · | 8
CC(C)(N[C@@H](Cc1c[nH]c2ccccc12)C(=O)NCCc1c[nH]c2ccccc12)C(=O)NC1CCCCC1 | · | 16
COc1cc(/C=C/C(=O)n2cnc3ccccc32)cc(OC)c1OC | · | 47*
O=C1CCC[C@H]2C[C@H](NCc3ccc(F)cc3)CC[C@]23CCCN13 | · | -13
O=C(NCCc1nc2ccccc2n1C/C=C/c1ccccc1)C1CCCCC1 | · | 19
CN(CCO)c1cccc2c1S(=O)(=O)N(Cc1cn(Cc3ccc(Cl)cc3)nn1)Cc1ccccc1O2 | -7 | 6
CCCC(=O)N1CCC[C@]2(CC[C@H](CCC(C)=O)O2)C1 | 15 | 5
COC(=O)c1cc(NC(=O)/C=C/c2ccccc2)ccc1O | -42 | -30
C=CCN1C(=O)c2n[nH]c(COC)c2C1c1ccc(Br)cc1 (centres undefined) | -43 | -19
CN(C)S(=O)(=O)c1cccc(N=C2NN=C(c3ccccc3)CS2)c1 | 5 | 18
CC(C)(C)C(=O)OC12CCCN(C1)/C(=C/c1ccc(Cl)cc1)C2 (centres undefined) | 10 | 13

(more compounds)
SMILES | SRC2 inh | NR2F2 inh
Cc1ccccc1CN1CCCCC(NC(=O)Cc2cccs2)C1=O (centres undefined) | -14 | 9
O=c1[nH]c(CSc2nnc3ccccn23)nc2cc(C(F)(F)F)ccc12 | 18 | 2
CCOC(=O)C1=C(C)NC(SCC(=O)Nc2nc(C)cs2)=C(C#N)C1c1cccs1 (centres undefined) | -17 | 3
CCOC(=O)C1CSCCS(=O)(=O)N1Cc1ccc(F)cc1F (centres undefined) | 5 | 7
CCN1CCc2c(OCC(=O)N3CCc4ccccc43)cccc2C1=O | -10 | 4
O=C(CSc1nnc(COc2ccccc2)n1-c1ccc(Cl)cc1)Nc1ccc(OCc2ccccc2)cc1 | -25 | -11
Cc1nc(N2CCCCC2)sc1C=O | -4 | 5
CCCCOCC1CN(CCCC)S(=O)(=O)c2c(Oc3ccc(C)cc3)cccc2O1 (centres undefined) | 1 | 5
Cc1ccc(-n2c(SCC(=O)Nc3cccc4ccccc34)nnc2-c2ccccc2)cc1 | -20 | -2
CSc1nn(CCC#N)c(=O)[nH]c1=O | 16 | -14
O=c1c2cc3cccnc3nc2ncn1Cc1cccs1 | 11 | 1
COC(=O)[C@]12C[C@H](CC(=O)N3CCCCC3)C(=O)N(Cc3ccc4c(c3)OCO4)C1=C[C@H](C(C)(C)C)O[C@@H]2C | -10 | 8
C[C@@H](C(=O)Nc1ccc2ccccc2c1)[C@H]1C[C@]1(C)[C@H](NS(=O)(=O)c1ccccc1)c1ccccc1 | -32 | 4
CC(C)C[C@H](NC(=O)N1CCOCC1)C(=O)N1CCC[C@H]1C(=O)NCc1ccccc1 | -10 | 8
O=C(NC1CCCCN(Cc2cccc(F)c2)C1=O)c1ccc(-c2ccccc2)cc1 (centres undefined) | 1 | 25
COC(=O)[C@@H]1C[C@@]2(c3ccccc3)c3ccccc3N(S(=O)(=O)c3ccccc3)[C@H]2N1C(=O)CNC1CCCCC1 | 28 | 23
Cc1[nH]c2ccccc2c1CC(=O)Nc1ccc(Nc2cccnc2)c(-c2ccc(OC(F)(F)F)cc2)c1 | 30 | 3
Fc1cccc(/C=N/Nc2nc3ccccc3[nH]2)c1 | -2 | -40
COC(=O)C1CN(CC(C)C)CCS(=O)(=O)N1Cc1ccc(C)cc1 (centres undefined) | 16 | 1
CCCN1CCCCC(NC(=O)c2ccc(-c3ccccc3)cc2)C1=O (centres undefined) | -21 | -3
Nc1c(C(=O)c2ccco2)oc2ccccc12 | -19 | -21
COC(=O)[C@]12C[C@H](CC(=O)N3CCN(C(=O)c4ccco4)CC3)C(=O)N(Cc3cccc4ccccc34)C1=C[C@H](C(C)(C)C)O[C@@H]2C | 10 | 23
COc1ccc(CN2CCC(CNC(=O)NC(C)C)CC2)cc1 | 0 | 7
O=C(CSc1nc2ccccc2[nH]1)NN=Cc1ccccc1C(=O)O | -60 | -29

An excerpt, so the mix of outcomes need not match the whole.
